# Mdm2 ligase inh = MDM2-luciferase reporter signal enhancers, primary screen, MDM2 E3 ligase inhibitor project, cell-based, luminescence, 1536-well | signal enhancement, % at 5 µM | cell-based MDM2 ubiquitination luciferase reporter, 2 h; 0 = plate control, 100 = twice control, blank-subtracted | E3 ubiquitin-protein ligase Mdm2 (Homo sapiens), Q00987 | hit rate 0.11% among 210,000;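 active = signal enhancement of 30% or more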;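 also: luminescence tracks abundance of the self-degrading MDM2-luciferase fusion protein; higher signal means inhibition of MDM2 E3 ligase activity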
# Target sequence (Q00987 whole entry, looked up, the tested form may be a part): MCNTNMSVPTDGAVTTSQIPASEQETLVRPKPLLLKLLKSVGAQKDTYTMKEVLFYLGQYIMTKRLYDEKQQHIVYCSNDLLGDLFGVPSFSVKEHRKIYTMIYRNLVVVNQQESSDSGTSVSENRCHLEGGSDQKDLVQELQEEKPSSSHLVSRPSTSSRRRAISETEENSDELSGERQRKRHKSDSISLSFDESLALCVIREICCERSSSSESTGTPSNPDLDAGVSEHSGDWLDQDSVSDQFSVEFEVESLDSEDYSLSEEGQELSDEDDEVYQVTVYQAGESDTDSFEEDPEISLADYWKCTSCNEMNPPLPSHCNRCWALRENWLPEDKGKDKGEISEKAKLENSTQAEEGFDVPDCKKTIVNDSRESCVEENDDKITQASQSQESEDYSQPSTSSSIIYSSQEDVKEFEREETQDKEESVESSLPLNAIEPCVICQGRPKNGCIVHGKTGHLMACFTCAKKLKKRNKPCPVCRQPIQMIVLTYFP
#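 Material: stable MDM2–luciferase fusion reporter cells / Quantity: 2000 cells/well / Dosing: single 5 µM compound dose, 0.2% final DMSO / Buffer or medium: DMEM / Schedule: 4 h cell settling then 2 h compound exposure, 37 °C / Detection: luminescence with SteadyLite reagent, 15 min at room temperature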
# PERK inh = block of dimerizer-induced PERK translation repression, primary screen, PERK inhibitor project, CHO PERK-DD cells, SEAP luminescence, HTS | inhibition, % at 5.6 µM | CHO PERK-DD fusion, SEAP luminescence translation reporter | Eukaryotic translation initiation factor 2-alpha kinase 3 (Homo sapiens), Q9NZJ5 | hit rate 0.17% among 220,000;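 active = inhibition above the mean inhibition of all tested compounds plus 3 SD, set separately per screening campaign, cut at about 2.9% in these data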;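 also: PERK kinase domain activated by AP20187 dimerizer at 100 nM; 0% = DMSO with dimerizer and 100% = rapamycin at 8.4 µM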
# S1P4 agonist = S1P4 receptor agonists, primary screen, cell-based | S1P4-expressing cell line, agonist reporter assay | Sphingosine 1-phosphate receptor 4 (Homo sapiens), O95977 | activation, % at 4.98 µM | hit rate 0.35% among 220,000; in the data active = activation above about 11%;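 also: 0% = DMSO vehicle and 100% = reference agonist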
# Target sequence (O95977 whole entry, looked up): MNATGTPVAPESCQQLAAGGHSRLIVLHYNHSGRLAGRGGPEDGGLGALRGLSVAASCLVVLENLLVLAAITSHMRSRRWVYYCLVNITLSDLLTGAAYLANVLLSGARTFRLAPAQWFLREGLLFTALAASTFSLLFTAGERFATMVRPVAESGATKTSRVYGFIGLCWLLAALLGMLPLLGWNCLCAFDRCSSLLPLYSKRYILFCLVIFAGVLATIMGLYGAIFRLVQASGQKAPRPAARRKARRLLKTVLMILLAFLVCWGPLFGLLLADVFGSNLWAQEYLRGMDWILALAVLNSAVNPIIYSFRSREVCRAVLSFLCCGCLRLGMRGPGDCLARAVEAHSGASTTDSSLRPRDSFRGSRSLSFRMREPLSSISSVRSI
# BaF3 parental = parental Ba/F3 cell viability inhibition, counter-screen for JAK2V617F inhibitor project, murine pro-B, CellTiter-Glo luminescence | CellTiter-Glo ATP luminescence | inhibition, % at 5.6 µM | hit rate 1.1% among 220,000 | AID 1486, 2009;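 active = inhibition above a per-campaign cutoff, the mean inhibition of all tested compounds plus 3 SD, cut at about 27% in these data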;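 also: 0% = DMSO wells and 100% = JAK Inhibitor I control wells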
# Wee1 degr inh = Wee1 degradation inhibitors, primary screen, cell-based, HeLa, Wee1K328M-luciferase, luminescence; Wee1-like protein kinase (Homo sapiens), P30291; HeLa Luc-Wee1K328M stability; 100% = proteasome inhibitor MG132 effect; reporter increase, % at 5 µM; hit rate 1.2% among 220,000;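 active = activation above the mean of all tested compounds plus 3 SD, set per screening run, cut at about 8.8% in these data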;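 also: cells exposed to compound for 20 h before luminescence read; 0% = DMSO alone and 100% = MG132 at 30 µM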
# NPY-Y2 PAM-ag = NPY-Y2 potentiators or agonists, primary screen, cell-based; AID 1359, 2008; activation, % at 3.6 µM; hit rate 0.45% among 220,000; cells expressing NPY-Y2, potentiator/agonist read-out; Neuropeptide Y receptor type 2 (Homo sapiens), P49146; in the data active = activation above about 27%;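 also: cells stimulated with NPY near EC25 plus isoproterenol at EC100; 0% = vehicle plus submaximal agonist and 100% = vehicle plus saturating agonist; some results beyond the cut were filed as inactive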
# Ba/F3 V617F tox = reduced viability of JAK2V617F-dependent Ba/F3 cells, primary screen, JAK2V617F inhibitor project, cell-based, Ba/F3 EpoR-JAK2V617F, luminescence | inhibition, % at 5.6 µM | hit rate 1.1% among 220,000 | ATP luminescence | AID 1446, 2008;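 active = inhibition above the campaign mean plus 3 SD over all tested compounds, cut at about 24% in these data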;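 also: cytokine-independent growth of Ba/F3 cells driven by EpoR plus mutant JAK2; 0% = DMSO-treated cells and 100% = JAK inhibitor I control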
# eIF4E 4G PPI = eIF4E–eIF4G protein interaction inhibitors, primary screen, biochemical, uHTS, TR-FRET, eIF4GI fragment; TR-FRET eIF4E-eIF4GI(517-606) binding, 2 h; Eukaryotic translation initiation factor 4E (Mus musculus) + Eukaryotic translation …; AID 782, 2007; inhibition, % at 21.7 µM; hit rate 0.37% among 220,000;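 active = inhibition above about 30%, limit read from the data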;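 also: 0% = full FRET control wells and 100% = background wells lacking eIF4GI fragment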
# S1P4 antagonist = S1P4 receptor antagonists, primary screen, cell-based; Sphingosine 1-phosphate receptor 4 (Homo sapiens), O95977; S1P4-expressing cells, antagonist mode, reporter read-out; inhibition, % at 4.98 µM; hit rate 0.26% among 220,000; AID 1510, 2009; in the data active = inhibition above about 29%;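 also: 0% = wells stimulated with agonist and 100% = vehicle wells without agonist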
# * hit, by the source's call; / = no result given; [ ] = remark or other dose.
SMILES,Mdm2 ligase inh,PERK inh,S1P4 agonist,BaF3 parental,Wee1 degr inh,NPY-Y2 PAM-ag,Ba/F3 V617F tox,eIF4E 4G PPI,S1P4 antagonist
COC(=O)c1ccccc1NC(=O)CSc1ccccc1,11,-0.5,0.7,3,0,5,0,3,-28
O=C(CN1N=C(c2ccccc2)CCC1=O)NCc1ccco1,-17,-0.1,-0.9,4,-2,8,-1,3,-16
CCCn1c(SCC(=O)N2CCCCC2)nnc1-c1ccccn1,-6,-0.1,5.0,0,-2,10,-1,-5,-18
COC(=O)N/N=C\c1ccc(-c2cc(Cl)c(Cl)cc2Cl)o1,1,1.6,1.8,3,7,7,-4,1,-3
O=C(NCCc1c[nH]c2ccccc12)/C(=C/c1cccnc1)NC(=O)c1ccccc1,-2,0.6,2.1,8,3,7,-1,-1,-13
COc1cc2c(cc1OC)CN(CC(=O)Nc1ccc(C)cc1)CC2,-11,-0.2,0.8,5,0,-13,-2,0,-28
COc1ccc2oc(=O)c(-c3ccccc3C(=O)N3CCOCC3)cc2c1,-1,-0.4,-0.1,4,-2,9,0,-4,-30
COc1ccc(S(=O)(=O)N(CC(=O)N2CCCC2)Cc2ccccc2)cc1,-13,-0.2,-2.5,2,-1,8,-2,13,-10
CC1CCCCN1c1nnc(NC(=O)c2cc(-c3ccc(Br)cc3)on2)s1 (stereo not drawn),-5,0.4,-1.7,2,0,-1,-1,1,-5
CCOC(=O)c1c(C)[nH]c(C)c1C(=O)CN1C(=O)NC2(CCC(C)CC2)C1=O (stereo not drawn),-10,-0.9,-2.0,1,-2,2,-5,4,0
CCN(CC)S(=O)(=O)N1CCC(C(=O)NCc2ccco2)CC1,-11,0.0,-0.8,-1,-1,-1,1,0,1
NS(=O)(=O)c1cccc(NC(=O)CSc2nc3ccc(Cl)cc3[nH]2)c1,1,0.6,0.6,3,12*,9,-2,0,-20
CCc1ccc2[nH]c(=O)c(CN(Cc3ccccc3)Cc3nnnn3Cc3ccco3)cc2c1,-2,-0.2,-0.8,1,-1,0,-5,-2,-7
COC(=O)c1ccc(NC(=O)COc2ccc(S(=O)(=O)N3CCCCC3)cc2)cc1,-7,0.6,1.7,4,0,14,-1,6[fluorescence artefact?],-4
Cc1cc(C)nc(N(C#N)Cc2cccc3ccccc23)n1,-33,-0.6,-2.9,1,0,10,-1,8,-20
COC(=O)[C@H]1C[C@@H]1[C@H](NS(=O)(=O)c1ccccc1)c1ccccc1,/,0.6,1.5,5,-2,0,-2,3,1
Cc1cc(C(=O)N/N=C/c2sc(N3CCOCC3)nc2-c2ccccc2)c(C)o1,-1,0.5,1.1,2,0,25,-3,-2,3
O=C(OCc1ccco1)c1ccc(S(=O)(=O)N2CCCCC2)cc1,-9,0.8,-1.0,3,5,-4,2,7,-10
COc1ccc(C2C(C(C)=O)=C(Nc3ccccc3)CC(C)(O)C2C(C)=O)cc1OC (stereo not drawn),/,0.0,1.0,4,4,-8,-1,2,-15
Cc1nc2c(C(=O)NCc3ccc(F)cc3)c[nH]n2c(=O)c1Cl,-4,-0.8,2.0,5,0,-8,-2,5[fluorescence artefact?],-15
CC(=O)Nc1cccc(-c2csc(Nc3ncccn3)n2)c1,-17,0.2,0.6,6,13*,-6,5,-4,7
Cc1nn(C2CCS(=O)(=O)C2)c(Cl)c1/C=C/C(=O)OCC(N)=O (stereo not drawn),-8,0.5,0.5,-1,4,-10,-2,4,23
O=C(CNC(=O)c1cccs1)NC1=NCCS1,-1,0.8,1.2,10,-1,-3,7,0,12
CCCCNC(=S)N(Cc1c(C)noc1C)c1ccccc1,-4,-0.1,1.1,2,-2,3,0,-3[fluorescence artefact?],-20
CCc1[nH]c(=O)c(C#N)c2c1CSC(C)(C)C2,-1,0.5,-0.5,4,-1,-10,1,-2,-7

# (listing goes on)
SMILES,Mdm2 ligase inh,PERK inh,S1P4 agonist,BaF3 parental,Wee1 degr inh,NPY-Y2 PAM-ag,Ba/F3 V617F tox,eIF4E 4G PPI,S1P4 antagonist
O=c1[nH]n(-c2cccc3cccnc23)c(=O)c2ccccc12,-11,0.3,0.1,0,0,21,-1,-3,-25
CC(=O)NC1=NN(C(C)=O)C(c2ccco2)S1 (stereo not drawn),-7,1.5,1.4,1,-2,-8,6,3,6
CCOc1ccc(-c2nnn(CC(=O)Nc3cc(OC)ccc3OC)n2)cc1OCC,-17,-0.2,-0.2,-1,0,12,-4,1,-14
CC(=O)c1cc(Cl)ccc1OC(=O)c1ccco1,-11,0.9,0.8,0,-3,2,-2,-3,-4
COc1ccc(-c2nsc3c(N4CCCCC4)ncnc23)cc1,-31,1.0,0.3,1,-2,23,-4,1,-14
O=S(=O)(NC1CCCC1)c1cccc(-c2nnc(-c3ccccc3)o2)c1,-8,-0.3,0.3,5,-1,-8,3,1,2
COC(=O)c1ccc(C2NC(=O)c3c(sc(C)c3C)N2)cc1 (stereo not drawn),-12,-0.3,-0.1,-2,2,22,-6,-2,-8
O=C(Cn1c(=O)oc2ccccc21)N1CCCCC1,15,1.7,-0.6,0,2,-9,-3,0,-3
CN(C)CCNc1nc(-c2ccccc2)nnc1C(F)(F)F,9,-0.2,1.0,4,2,-4,1,4,0
Cc1ccc(Nc2ccc(C(N)=O)cc2[N+](=O)[O-])cc1,4,0.7,-1.1,1,-1,-12,-1,-1,-10
COc1cccc(OCC(O)CN2CCN(CCO)CC2)c1 (stereo not drawn),1,1.2,-2.8,1,-2,-9,0,10[fluorescence artefact?],-2
Cc1cc(C)n(-c2ccc([N+](=O)[O-])cc2-c2nn[nH]n2)n1,-7,1.3,2.0,1,-2,3,1,-2,11
CCCc1cc(=O)n2[nH]c(NCc3cccs3)nc2n1,-7,0.8,-0.7,-1,1,-16,-3,4,6
O=C1Nc2ccccc2C1(O)Cc1ccncc1 (stereo not drawn),-18,1.8,-3.0,3,-2,-22,-1,-1,-9
COC(=O)c1ccc(CNCC(=O)Nc2ccc(C(=O)OC)cc2)cc1,-3,-1.0,-1.9,2,-1,9,-2,3,-8
Cc1ccc2nc(SCC(=O)N3CCOCC3)[nH]c2c1,-4,0.5,-1.8,0,6,-6,-4,8,17
Cc1cccc(Oc2cc(N)cc([N+](=O)[O-])c2)c1,-4,1.2,-1.3,5,-1,-8,-3,7,3
Cc1ccc(NC(=O)C(=O)NCCN2CCN(S(C)(=O)=O)CC2)cc1C,-18,2.3,1.0,4,1,4,0,1,5
CC(C)(NO)/C(=N/O)c1ccc(Br)cc1,-8,-0.2,0.3,6,0,4,2,0,-3
N#C/C(=C\c1cccc(NC(=O)c2ccccc2Cl)c1)C(=O)NCCc1ccccc1,1,0.3,-1.2,4,2,11,-2,0[fluorescence artefact?],-1
CCN(CC)S(=O)(=O)c1ccc2c(c1)nc(SC(C)C(N)=O)n2-c1ccc(OC)cc1 (stereo not drawn),-11,-0.8,-0.2,2,0,7,1,1,-4
CC(=O)N1CCOCCOCCN(C(C)=O)CCOCCOCC1,9,-0.1,0.7,2,7,1,-2,1,-9
Cc1cccc(CC(=O)N2CCN=C2SCc2ccc([N+](=O)[O-])cc2)c1,-11,0.5,-0.8,6,3,1,-2,5[fluorescence artefact?],-8
CCOC(=O)c1c(NC(=O)Cn2nnc3ccccc32)sc2c1CCC(C)C2 (stereo not drawn),-13,0.1,1.4,-3,4,13,-4,1,-6
CCOC(=O)c1[nH]c2cc3c(cc2c1NC(=O)CN1CCN(CCO)CC1)OCO3,-10,-0.7,1.6,4,2,-7,-1,0,-16

# (listing goes on)
SMILES,Mdm2 ligase inh,PERK inh,S1P4 agonist,BaF3 parental,Wee1 degr inh,NPY-Y2 PAM-ag,Ba/F3 V617F tox,eIF4E 4G PPI,S1P4 antagonist
CCN1/C(=C2\OC(=S)N(C)C2=O)Sc2ccccc21,-14,-0.4,-0.1,5,1,5,-1,-5[fluorescence artefact?],3
C=CCNC(=O)c1ccc(N(C)S(=O)(=O)c2ccc(OC)cc2)cc1,-1,-0.9,-3.0,4,-1,-6,1,0,-29
CSc1snc(SCC(N)=O)c1C#N,-12,1.7,0.8,6,-1,-26,4,-2[fluorescence artefact?],-2
COc1cccc2cccc(/C=N/n3cnnc3)c12,-2,0.7,0.3,1,-3,4,-2,1,-10
Cc1c(C(=O)NCCSCc2ccccc2Cl)cccc1[N+](=O)[O-],-7,0.3,1.1,2,-2,-24,-5,5,4
COC(=O)C1=C(Nc2ccc(OC)cc2)C=C(C)C(C(=O)OC)C1c1ccc(C)cc1 (stereo not drawn),-16,-0.4,-1.4,5,2,-50,1,5,2
Cc1nn(-c2cccc([N+](=O)[O-])c2)c(N)c1-c1ccccc1,-25,0.0,2.1,-3,4,19,-5,-2,-20
CC1(C)N([O-])c2cc([N+](=O)[O-])ccc2[N+]1=O,-11,0.2,1.2,-3,4,-1,-1,6,-3
CCN(CCn1cccn1)Cc1ccccc1OCC(O)CN1CCc2ccccc2C1 (stereo not drawn),-16,0.2,0.9,2,1,-31,0,1,12
COc1ccc(/C=N/NC(=S)NCc2ccccc2)cc1OC,-13,0.6,-1.3,4,-1,-18,-1,-5,-12
Cc1ccc2nc(SCc3nnc(-c4cccs4)o3)[nH]c2c1,2,0.4,1.2,-1,-1,12,-1,2,4
CCCc1sc(N)nc1-c1ccc(C)cc1,-3,-0.7,1.5,1,2,7,-3,3,0
COc1ccc(OC)c(C(=O)CSc2nc3ncccc3[nH]2)c1,8,-0.1,-1.0,11,2,13,5,-1[fluorescence artefact?],0
O=C(N/N=C1\CCSc2ccc(F)cc21)c1cccnc1,-10,0.9,-0.8,-1,1,-1,-3,2,-9
[O-]/C(=C(\C(=S)Nc1ccccc1F)[n+]1ccccc1)c1ccc(-c2ccccc2)cc1,-5,-0.6,0.5,5,-1,14,1,1,6
NC(=O)CSc1ncnc2c1cnn2Cc1ccccc1,-1,-1.3,-1.1,4,0,10,2,-2[fluorescence artefact?],-15
CCN(CC)S(=O)(=O)c1csc(C(=O)OCC(=O)c2ccccc2)c1,14,1.7,2.0,3,-3,8,-2,5,-8
O=C(Nc1ccc(F)cc1F)c1cc2n(n1)C(C(F)(F)F)C1CCCCC1N2 (stereo not drawn),-6,-0.1,-0.5,-1,-1,9,-2,18,-6
Cc1ccc(C)c(NC(=O)CN(C)S(=O)(=O)c2ccc(F)cc2)c1,12,0.5,1.8,3,0,-14,-2,-6,-15

# Screening results (PubChem BioAssay)

# An unsorted share of the library. About 4.1% of those tested had a hit in this group.
